Source: PubChem BioAssay (Sanford-Burnham Center for Chemical Genomics)
SENP8 block-1: SENP8 protease inhibitors, primary screen, biochemical, luminescence | purified SENP8, Z-RLRGG-aminoluciferin cleavage | AID 2540, 2010 | 330,000 tested, 1.2% active | inhibition, % at 10 µM | Sentrin-specific protease 8 (Homo sapiens), Q96LD8; in the data active means inhibition above about 50%
SENP6 block: SENP6 protease inhibitors, primary screen, biochemical, luminescence, uHTS. inhibition, % at 10 µM. Sentrin-specific protease 6 (Homo sapiens), Q9GZR1. 330,000 tested, 1.8% active. Recombinant SENP6 catalytic domain, aminoluciferin luminescence. AID 2599, 2010;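 active means inhibition above about 50% at the single tested dose, limit read from the data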;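 further: plate controls were DMSO wells with enzyme for no effect and DMSO wells lacking enzyme for full effect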
Target sequence (Q9GZR1 628-1112 limits assumed): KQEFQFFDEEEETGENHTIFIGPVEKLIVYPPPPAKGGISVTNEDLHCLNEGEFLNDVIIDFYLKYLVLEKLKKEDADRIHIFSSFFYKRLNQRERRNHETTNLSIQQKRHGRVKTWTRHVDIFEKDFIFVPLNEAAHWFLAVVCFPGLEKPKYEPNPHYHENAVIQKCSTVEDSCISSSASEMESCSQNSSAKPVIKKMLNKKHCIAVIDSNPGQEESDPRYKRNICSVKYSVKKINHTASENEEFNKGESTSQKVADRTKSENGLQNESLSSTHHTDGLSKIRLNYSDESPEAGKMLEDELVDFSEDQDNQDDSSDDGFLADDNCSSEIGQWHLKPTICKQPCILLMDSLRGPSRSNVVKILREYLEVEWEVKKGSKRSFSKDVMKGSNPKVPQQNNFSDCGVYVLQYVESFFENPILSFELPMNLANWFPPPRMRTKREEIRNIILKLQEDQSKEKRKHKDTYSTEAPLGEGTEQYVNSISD
PfG6PD inh: PfG6PD enzyme inhibitors, primary screen, biochemical, fluorescence intensity, uHTS; glucose-6-phosphate dehydrogenase-6-phosphogluconolactonase (Plasmodium falciparum 3D7); PfGluPho enzyme, NADPH resazurin-diaphorase fluorescence; inhibition, % at 20 µM; 350,000 tested, 0.78% active; AID 504690, 2011;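 active means inhibition reaching at least a set limit at 20 µM in the primary screen, cut at about 59% in these data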;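 further: 0% = DMSO wells with substrate and 100% = DMSO wells lacking glucose-6-phosphate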
HKDC1 inh: HKDC1 hexokinase inhibitors, primary screen, biochemical, fluorescence, uHTS; inhibition, % at 20 µM; recombinant HKDC1, G6PDH/diaphorase resazurin coupled fluorescence; Q2TB90; 340,000 tested, 0.16% active; AID 493160, 2011;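 active means inhibition above about 35% when tested at 20 µM, limit read from the data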;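 further: plate controls were DMSO wells with enzyme for no effect and DMSO wells lacking enzyme for full effect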
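Incubation: 90 min at room temperature in dark / Material: recombinant HKDC1 (HK5) hexokinase enzyme, produced in-house / Quantity: enzyme 5 µg/mL final / Compound: one dose of 20 µM, 1% DMSO / Reagent: glucose and ATP substrates / Buffer or medium: Tris pH 8.0 buffer with MgCl2, Tween-20, BSA, BME / Technique: resorufin fluorescence at 613 nm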
SENP7 block: SENP7 protease inhibitors, primary screen, biochemical, luminescence, uHTS | 330,000 tested, 1.5% active | Sentrin-specific protease 7 (Homo sapiens), Q9BQF6 | recombinant SENP7, Z-RLRGG-aminoluciferin luminescence, 40 min | inhibition, % at 5 µM;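 active means inhibition above about 50% at the single test dose, limit read from the data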;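 further: plate controls were DMSO with enzyme for no effect and no enzyme buffer wells for full effect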
Target sequence (Q9BQF6 706-1050 limits assumed): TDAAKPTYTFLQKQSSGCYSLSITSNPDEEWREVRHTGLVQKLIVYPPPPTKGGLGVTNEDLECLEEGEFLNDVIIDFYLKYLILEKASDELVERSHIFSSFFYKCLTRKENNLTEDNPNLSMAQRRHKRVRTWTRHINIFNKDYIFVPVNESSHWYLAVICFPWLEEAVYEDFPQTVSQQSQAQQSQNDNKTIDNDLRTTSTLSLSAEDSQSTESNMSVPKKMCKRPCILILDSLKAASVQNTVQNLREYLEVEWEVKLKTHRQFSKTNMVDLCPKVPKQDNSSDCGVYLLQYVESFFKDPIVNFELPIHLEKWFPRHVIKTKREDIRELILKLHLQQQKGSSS
SENP1 inh: human SENP1 catalytic domain inhibitors, primary screen, biochemical, FRET, uHTS. Sentrin-specific protease 1 (Homo sapiens), Q9P0U3. recombinant SENP1 catalytic domain, CyPet-SUMO1-YPet FRET cleavage. inhibition, % at 10 µM. 360,000 tested, 0.21% active;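 active means inhibition at least 30% at 10 µM, raw YFP signal under a set limit, fluorescence ratio 0.5 to 1.5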;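 further: 0% = enzyme with DMSO and 100% = no enzyme wells; some results filed as inactive read as strong as hits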
Target sequence (Q9P0U3 419-644 limits assumed): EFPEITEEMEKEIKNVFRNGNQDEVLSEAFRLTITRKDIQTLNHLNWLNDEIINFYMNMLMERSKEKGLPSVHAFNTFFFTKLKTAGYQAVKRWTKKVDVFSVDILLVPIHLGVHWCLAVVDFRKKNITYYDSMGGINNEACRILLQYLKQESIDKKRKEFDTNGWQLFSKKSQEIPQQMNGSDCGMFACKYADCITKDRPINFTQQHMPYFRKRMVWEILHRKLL
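Test system: hSENP1 catalytic domain, recombinant; Amount: 20 pM final SENP1 enzyme; Medium: Tris pH 8 buffer plus EDTA, NaCl, BME, BSA, NP40, catalase; Schedule: 50 min enzyme reaction, room temperature, light-protected; Technique: FRET fluorescence in CFP and YFP emission channels; Controls: no-enzyme wells low, DMSO-plus-enzyme wells high control.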
NALP3 yeast inh: NALP3 inflammasome inhibitors in reconstituted yeast, primary screen, luminescence, uHTS; Yeast reconstituted NLRP3/ASC/caspase-1, beta-gal luminescence, 24 h; inhibition, % at 10 µM; 330,000 tested, 0.39% active;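 active means inhibition of 50% or more; inactive means inhibition below 50%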;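 further: plate controls were induced DMSO wells for no effect and uninduced yeast grown without galactose for full effect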
SENP8 block-2: human SENP8 protease inhibitors, primary screen, biochemical, fluorescence, Nedd8 protein substrate, uHTS; Sentrin-specific protease 8 (Homo sapiens), Q96LD8; inhibition, % at 20 µM; 360,000 tested, 0.64% active; AID 602440, 2012; recombinant SENP8; in the data active means inhibition mostly above about 40%, no sharp cut-off; inactive means mostly below about 27%
Apaf1 inhib: inhibitors of human Apaf-1 apoptosome, primary screen, biochemical, DEVD-Rh110 fluorescence, uHTS | Apoptotic protease-activating factor 1 (Homo sapiens), O14727 | reconstituted apoptosome caspase-3 activity | inhibition, % at 20 µM | 330,000 tested, 0.71% active | AID 489030, 2010; active means inhibition of at least 40% at 20 µM;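 further: plate controls were DMSO wells for no effect and DEVD-CHO caspase inhibitor wells for full effect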
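Medium: Hepes buffer, pH 7.5 / System: biochemical Apaf-1 apoptosome reconstitution / Measured by: Rh110 fluorescence, excitation 480 nm, emission 540 nm / Times: compound with Apaf-1, dATP, procaspase-3 30 min, then 50 min reaction, room temperature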
* hit, by the source's call; nt = not tested or not shown.

SMILES | SENP8 block-1 | SENP6 block | PfG6PD inh | HKDC1 inh | SENP7 block | SENP1 inh | NALP3 yeast inh | SENP8 block-2 | Apaf1 inhib
COC(=O)/C=C/c1ccsc1NC(C)=O | -11 | -18 | 8 | 2 | -6 | 2 | 1 | -202 | -12
O=C1NN(c2ccc(F)cc2)C(=O)/C1=C\c1cnn(-c2ccccc2)c1 | -6 | 5 | nt | nt | -2 | nt | 5 | nt | -4
Cc1ccc2c(c1)N(CC(=O)NC1CCCCCC1)C(=O)c1cccnc1O2 | 31 | 0 | 7 | -1 | -3 | 2 | 10 | 10 | 16
CC1(C)Cc2c(ccc3ccccc23)/C(=C/C#N)N1 | 0 | 1 | 36 | 15 | 3 | -15 | 14 | -10 | -6
CC(C)(CN=C1NS(=O)(=O)c2ccccc21)CNC(=O)CN1C(=O)c2ccccc2C1=O | -5 | 3 | -27 | -13 | -9 | 1 | -12 | 18 | -1
CCOc1ccc(/C=N/n2nnnc2N)cc1O | -7 | -14 | 12 | 0 | 8 | -40 | 4 | -216 | 1
Cc1oc2c(CN3CCCC3)c(O)ccc2c(=O)c1-c1ccccc1 | 7 | 14 | 4 | -8 | 2 | 0 | 4 | -258 | -6
O=C(Oc1ccccc1)c1ccccc1OS(=O)(=O)c1ccccc1 | -6 | 13 | 13 | 1 | 3 | 2 | 19 | 6 | 9
O=P(OC1CCCCC1)(OC1CCCCC1)C(O)c1ccc(Cl)cc1Cl (stereo not given) | -6 | 0 | -3 | -2 | 3 | 2 | -42 | 10 | 28
COc1cccc(NC(=O)Nc2ccc3c(c2)nc(C)n3C)c1 | 78* | 91* | 2 | -7 | 90* | 0 | 8 | 8 | 0
O=C1CCCCCN1CSc1nc2ccccc2s1 | -7 | -10 | -8 | -5 | -1 | 0 | -2 | 25 | 0
CC(NC(=O)Cc1ccc(-c2ccccc2)cc1)c1ccccc1 (stereo not given) | 11 | 8 | 24 | -6 | 5 | 19 | 18 | -19 | 5
CCN(CC)c1c([N+](=O)[O-])c(=O)n(C)c2ccccc12 | 2 | 7 | 29 | -8 | -1 | 3 | 22 | 6 | 4
COc1ccc(C2C(C(=O)c3sc(C)nc3C)=C(O)C(=O)N2CCCn2ccnc2)cc1OC (stereo not given) | -7 | -8 | -1 | -6 | -8 | -17 | 8 | 20 | 4
O=c1[nH]c2ccccc2n1Cc1ccccc1 | 2 | -4 | 2 | -5 | 1 | 1 | 14 | 10 | 2
CCOC(=O)N1CCN(C(=O)C(CC(C)C)NC(=O)C2CCCCC2)CC1 (stereo not given) | 1 | -6 | 2 | -2 | -8 | 1 | 9 | 31 | -2
O=C1CC(=C2c3ccccc3-c3ccccc32)C(=O)N1CCCCN1CCN(c2ccccc2)CC1 | -4 | -4 | 8 | -6 | -5 | 5 | 30 | 28 | 25
O=C(Nc1ccc(N2CCN(c3ccc(C(F)(F)F)cn3)CC2)nc1)c1cccs1 | -4 | -14 | 3 | -2 | -5 | -4 | -13 | -2 | -3
CCn1ncc([N+](=O)[O-])c1C(=O)n1nc(C)cc1C | 13 | -5 | -24 | -10 | 7 | 2 | 14 | 17 | -6
Cc1nn2c(N3CCCC3)c3c(nc2c1-c1ccccc1)CCC3 | 5 | -2 | 3 | 5 | 6 | 1 | 10 | -208 | 1
Cc1cc(C(=O)CSc2nn3c(=O)c(C(C)(C)C)nnc3s2)c(C)n1-c1ccc(F)cc1 | -3 | -6 | 0 | 11 | -14 | 4 | 7 | 18 | 15
CC(C)CCNC(=O)C1CCCN(S(=O)(=O)c2ccc(F)cc2)C1 (stereo not given) | -11 | -18 | -13 | -6 | 0 | 0 | -3 | 17 | 0
Cc1ccc2oc(C(=O)N(CCO)Cc3ccccc3)c(C)c2c1 | -10 | -4 | 7 | -1 | 7 | 1 | 10 | 23 | -4
CC(=O)c1ccc(NC(=S)NCCCN2CCOCC2)cc1 | -1 | -13 | -16 | -11 | 8 | 4 | 17 | 7 | -8
CSc1ncccc1C(=O)Nc1nc2ccc(F)cc2s1 | 7 | -24 | 11 | -3 | 11 | -4 | 8 | -10 | 1
Continued.
SMILES | SENP8 block-1 | SENP6 block | PfG6PD inh | HKDC1 inh | SENP7 block | SENP1 inh | NALP3 yeast inh | SENP8 block-2 | Apaf1 inhib
CCC(C)OC(=O)C1=C(C)O[C@]23OC(N)=C(C#N)[C@]12C(=O)c1ccccc13 (stereo not given in full) | 1 | -3 | -13 | 3 | 1 | -3 | 9 | -5 | 13
CCn1c(=S)sc2c(=O)n(CC(=O)NCCCc3ccccc3)c(C)nc21 | -5 | -18 | -3 | -5 | 8 | 0 | 14 | 19 | -5
CC(=O)Nc1ccc(NC(=O)CCC(=O)OCC(=O)c2ccc(C)c([N+](=O)[O-])c2)cc1 | -8 | -13 | -14 | 9 | 4 | -1 | -4 | 12 | 2
Cc1cc(NC(=O)c2cc(-c3ccccc3)on2)no1 | -3 | -22 | 7 | 1 | 11 | 1 | 13 | 1 | 0
COc1cc(C(=O)NNC(=S)NC(=O)c2ccc(Cl)cc2)cc(OC)c1OC | -1 | 2 | -35 | -14 | 0 | 1 | 25 | 2 | 6
O=C(Nc1nnc(-c2ccccc2)o1)c1cccc(N2C(=O)CCC2=O)c1 | 5 | -12 | -12 | -12 | 10 | 0 | -2 | 16 | 9
O=C(COC(=O)C12CC3CC(CC(Br)(C3)C1)C2)Nc1c(F)cccc1F | 1 | 16 | 5 | 4 | 9 | 2 | 14 | 4 | 8
O=C(O)c1cc(-c2ccco2)[nH]n1 | -6 | 4 | -2 | 0 | -1 | -2 | -5 | 7 | -10
O=C(Nc1ccccc1)C1Cc2ccccc2CN1C(=O)c1ccco1 (stereo not given) | 4 | 17 | 11 | -2 | -6 | -22 | 15 | -10 | 8
COc1ccc(N2CCC(CNC(=S)Nc3cccc(C)c3)C2)cc1 (stereo not given) | -2 | 19 | 10 | -6 | 6 | -18 | 18 | 22 | 10
CCOC(=O)c1cccc(P(C)(C)=O)c1 | -3 | -15 | 4 | -4 | -5 | 2 | 10 | 5 | -11
CCn1c(C)cc(/C=C2/NC(=O)N(Cc3ccccc3F)C2=O)c1C | 2 | -4 | 7 | -3 | 0 | -32 | 1 | -203 | -4
O=c1ccc(NS(=O)(=O)c2ccccc2Cl)cn1Cc1ccc(Cl)c(Cl)c1 | 10 | 21 | -14 | 23 | 10 | -13 | 7 | 39* | 2
CC1(C)CC(=O)c2c(O)c(-c3ccccc3)c(=O)n(-c3ccccc3)c2C1 | -3 | -21 | -12 | -7 | 1 | 2 | 6 | -31 | -8
COc1cc(CN2CCN(CCCc3ccccc3)CC2CCO)cc(OC)c1 (stereo not given) | -6 | -18 | -9 | -8 | 1 | 1 | 16 | 18 | 14
O=C(CSc1nnc(NC(=O)C2CC2)s1)NCc1ccccc1 | -6 | 0 | -1 | 2 | 2 | 0 | 1 | 7 | -5
CSc1sc(C(=O)NCC2CC2)c(-c2cccs2)c1C#N | -3 | -6 | -13 | -2 | -9 | 2 | 23 | 21 | 12
CC(C)COc1ccc(C(=O)Nc2ccc(NC(=O)c3ccco3)c(Cl)c2)cc1 | -3 | -12 | -19 | -12 | -6 | 0 | 13 | 17 | 8
O=C(Nc1ccnn1C1CCN(C(=O)c2ccc(F)cc2)CC1)C1CCOC1 (stereo not given) | 3 | -5 | -8 | -2 | 5 | 0 | 4 | 5 | -1
O=C(CC1CCCCC1)Nc1ccc(-c2ccc3nncn3n2)cc1 | -9 | -24 | -13 | -4 | -3 | 0 | 5 | -335 | 12
CCOCc1nnc(NC(=O)c2ccc3c(c2)OCO3)s1 | -11 | -12 | 9 | 6 | 12 | 2 | 11 | -15 | -3
S=c1nc[nH]c2c1sc1nc(-c3ccccc3)c3c(c12)CCCC3 | -7 | 0 | -17 | -6 | -5 | -35 | -11 | -4 | -5
CCS(=O)(=O)c1nc(S(=O)(=O)c2ccc(Cl)cc2)c(NCCCN2CCOCC2)s1 | -2 | 1 | -1 | 1 | -5 | 0 | 9 | 13 | -2
CCOC(=O)CNC(=O)COc1coc(CN2CCN(c3ccccc3)CC2)cc1=O | -1 | -12 | 3 | -2 | 4 | -2 | 4 | 6 | -1
COc1ccc(NC(=O)CCS(=O)(=O)c2cccc3nonc23)c(OC)c1 | 4 | 6 | 16 | -4 | 2 | -2 | 6 | 15 | -3
More structures
SMILES | SENP8 block-1 | SENP6 block | PfG6PD inh | HKDC1 inh | SENP7 block | SENP1 inh | NALP3 yeast inh | SENP8 block-2 | Apaf1 inhib
Cc1occc1C(=O)N/N=C/C=C/c1ccccc1 | 43 | 58* | 2 | -5 | 55* | -3 | 5 | 22 | -1
COc1cccc(Nc2ncccc2C(=O)Nc2ccccc2)c1 | -8 | -6 | -19 | 6 | -10 | 0 | 34 | 17 | 13
COc1cc(-c2nn3c(-c4ccccc4)nnc3s2)cc(OC)c1OC | 4 | 1 | -17 | -3 | 3 | -7 | 4 | -55 | 12
COc1ccc(Cn2c(O)c(C=Nc3ccc(O)cc3)c3ccccc3c2=O)cc1 | 3 | 67* | -1 | 10 | 47 | -26 | 27 | -24 | 16
NCCNC(=O)Cn1c(=O)c2c3c(sc2n(Cc2ccccc2)c1=O)CCCC3 | -2 | -1 | 1 | -3 | -3 | 1 | 13 | 4 | 7
Cc1[nH]c2ccccc2c1NC(=O)CN1CCN(C(=O)c2ccco2)CC1 | 5 | -10 | 5 | -6 | -2 | 0 | 7 | 2 | -1
COc1cc([C@H]2[C@@H]3CCCC[C@]3(O)CCN2Cc2ccccc2F)ccc1O | 6 | 10 | -7 | -1 | 7 | 2 | -3 | 2 | 4
CCC1CN(C(=O)NCc2ccccc2)c2ccccc2O1 (stereo not given) | 2 | -1 | 6 | -4 | 6 | 3 | 20 | 15 | 2
CC1Cc2ccccc2N1C(=O)CNCCCN(C)C (stereo not given) | 0 | -8 | -14 | 0 | -1 | 0 | 15 | 17 | 2

3 entries already listed, arranged by the number in NALP3 yeast inh, ascending.
Molecule	NALP3 yeast inh
COc1cc([C@H]2[C@@H]3CCCC[C@]3(O)CCN2Cc2ccccc2F)ccc1O	-3
NCCNC(=O)Cn1c(=O)c2c3c(sc2n(Cc2ccccc2)c1=O)CCCC3	13
CC1Cc2ccccc2N1C(=O)CNCCCN(C)C (stereo not given)	15
